TDP2 absorb = blocks human TDP2 phosphodiesterase activity | inhibition, % at 12.8 µM | 0.34% of 370,000 active | O95551 | recombinant TDP2, T5PNP hydrolysis, p-nitrophenol absorbance 415 nm;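 active = inhibition above the mean of all tested compounds plus 3 SD, set per campaign, cut at about 25% in these data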;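 also: 0% = DMSO with enzyme and 100% = buffer with substrate but no TDP2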
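Test system: human TDP2 enzyme; Input: 120 nM TDP2 per well; Buffer or medium: Mg2+-containing Tris-HCl buffer, pH 7.5; Reagent: 5 mM T5PNP; Dosing: 12.8 µM single point, 1% DMSO; Incubation: reaction 2 h, 37 °C; Detection: p-Nitrophenol epi absorbance; Read-out: % inhibition relative to enzyme-containing and enzyme-free wells; Replicates: single well per compound.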
ARFGAP1 inh = inhibitors of rat ARFGAP1. Arfgap1-stimulated ARF1 GTP hydrolysis, GDP FP detection. 0.26% of 360,000 active. Q62848. inhibition, % at 16.5 µM;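 active = inhibition above a per-plate limit, mean inhibition of low control wells plus 3 SD, cut at about 25% in these data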;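 also: 0% = DMSO wells with enzyme and 100% = wells lacking Arfgap1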
Target sequence (Q62848 1-136 limits assumed): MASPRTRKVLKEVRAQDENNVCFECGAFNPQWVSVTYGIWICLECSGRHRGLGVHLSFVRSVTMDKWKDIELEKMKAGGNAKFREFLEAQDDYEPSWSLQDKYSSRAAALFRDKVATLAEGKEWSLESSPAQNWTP
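Material: truncated rat Arfgap1 GAP domain; Incubation: compound-enzyme preincubation 20 min, reaction 120 min, detection 60 min, 25 °C; Read-out: percent inhibition of Arfgap1-stimulated GTP hydrolysis; Technique: FP, GDP Alexa 633 tracer displaced from anti-GDP antibody, 620/688 nm; Controls: No-Arfgap1 wells (100%) versus DMSO full-reaction wells (0%); Replication: single well per compound.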
ASAP1 inh = ASAP1 ArfGAP inhibition; Q9ULH1; ASAP1-stimulated ARF1 GTP hydrolysis, GDP FP detection; inhibition, % at 16.5 µM; 0.19% of 360,000 active; AID 624377; in the data active = inhibition above about 25%;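 also: 0% = vehicle with enzyme and substrate and 100% = no enzyme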
Target sequence (Q9ULH1 325-724 limits assumed): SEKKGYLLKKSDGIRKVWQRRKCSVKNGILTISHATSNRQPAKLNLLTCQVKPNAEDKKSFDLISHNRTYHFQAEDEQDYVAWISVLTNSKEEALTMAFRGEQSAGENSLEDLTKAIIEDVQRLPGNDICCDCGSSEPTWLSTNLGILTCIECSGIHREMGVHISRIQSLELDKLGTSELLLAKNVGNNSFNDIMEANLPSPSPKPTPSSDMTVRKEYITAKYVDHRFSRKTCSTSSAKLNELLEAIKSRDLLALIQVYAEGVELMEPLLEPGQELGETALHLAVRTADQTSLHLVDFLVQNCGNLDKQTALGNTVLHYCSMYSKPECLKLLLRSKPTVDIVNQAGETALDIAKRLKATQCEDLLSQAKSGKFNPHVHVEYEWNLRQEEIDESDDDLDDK
PLC-gamma1 inh = blocks human PLC-gamma1 enzyme activity | P19174 | purified PLC-gamma1, fluorogenic substrate, fluorescence | inhibition, % at 12.2 µM | 0.84% of 370,000 active; in the data active = inhibition above about 9.5%
ADAM10 inh = inhibitors of human ADAM10. inhibition, % at 7 µM. O14672. 0.62% of 370,000 active. AID 720582. recombinant ADAM10, EDANS/DABCYL FRET peptide cleavage, 3 h;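 active = inhibition above a per-campaign cutoff equal to the mean of compounds falling between control-based bounds plus 3 SD, cut at about 20% in these data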;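 also: 0% = DMSO wells while the 100% control is not disclosed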
ADAM17 inh = ADAM17 inhibition, QFRET primary screen; P78536; recombinant ADAM17, EDANS/DABCYL FRET peptide cleavage; inhibition, % at 6.95 µM; 0.83% of 370,000 active; AID 720648;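 active = inhibition above the mean of compounds lying between control limits plus 3 SD, set per campaign, cut at about 8.5% in these data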;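 also: 0% = DMSO-only wells as the low control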
PLCb3 inh = inhibitors of human phospholipase C beta3. inhibition, % at 12.2 µM. 0.18% of 370,000 active. Purified PLC-beta3, fluorogenic substrate, fluorescence; in the data active = inhibition above about 11%;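 also: 0% = median of compound wells on plate and 100% = full blocker control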
DDE Tn6 FP inh = inhibitors of Tn6 peptide binding to human fibrin DD(E); Fibrin DD(E) TRITC-Tn6 fluorescence polarization displacement; 0.21% of 370,000 active; P02675; AID 720509; inhibition, % at 8.3 µM;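 active = inhibition above a per-campaign cutoff: mean of compounds within control limits plus 3 SD, cut at about 15% in these data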;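 also: 0% = median of all compound wells on the plate and 100% = blocking peptide control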
Tn7 DDE FP = inhibitors of Tn7 peptide binding to human fibrin DD(E); P02675; FP displacement of FITC-Tn7 peptide from fibrin DD(E); 0% = median of compound wells per plate; inhibition, % at 8.3 µM; 0.13% of 370,000 active; AID 720508;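 active = inhibition above the mean of compounds falling within the control limits plus 3 SD of them, cut at about 14% in these data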;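 also: 0% = plate median of compound wells and 100% = 10 µM Aha-Tn7 peptide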
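Assay system: human fibrin DD(E). Input: DD(E) 2 µM final. Medium: Tris buffer with calcium and detergent, pH 7.8. Compound dosing: single point at 8.3 µM. Timing: 10 min plus 3 h, room temperature. Technique: fluorescence polarization of the labelled Tn7 tracer. Read-out: percent inhibition. Replicates: singlicate testing.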
SIAE inh = blocks human sialic acid acetylesterase. SIAE FP-Rh probe binding, fluorescence polarization. inhibition, % at 9.66 µM. 0.69% of 370,000 active. AID 1053197;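 active = inhibition above a cutoff: mean of compounds within the control limits plus 3 SD of those, cut at about 17% in these data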;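 also: 0% = plate median of compound wells and 100% = probe without SIAE protein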
Target sequence (Q9HAT2 whole entry, looked up): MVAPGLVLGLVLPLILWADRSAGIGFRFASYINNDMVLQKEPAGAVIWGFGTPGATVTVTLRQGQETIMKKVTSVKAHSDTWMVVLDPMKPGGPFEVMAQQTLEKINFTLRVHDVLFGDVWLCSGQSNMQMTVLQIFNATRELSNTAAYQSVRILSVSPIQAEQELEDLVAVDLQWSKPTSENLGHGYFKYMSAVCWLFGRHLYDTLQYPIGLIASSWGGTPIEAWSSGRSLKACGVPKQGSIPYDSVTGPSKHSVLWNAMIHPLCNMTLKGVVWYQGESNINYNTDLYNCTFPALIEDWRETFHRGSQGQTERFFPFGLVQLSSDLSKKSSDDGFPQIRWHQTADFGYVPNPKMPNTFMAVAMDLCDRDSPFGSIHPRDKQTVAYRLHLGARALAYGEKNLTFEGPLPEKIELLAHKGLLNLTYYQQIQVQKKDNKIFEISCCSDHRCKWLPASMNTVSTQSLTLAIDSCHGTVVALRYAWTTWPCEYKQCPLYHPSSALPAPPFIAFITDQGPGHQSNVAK
* = called active by the depositor.

`C=CCn1c(NCc2ccc(N(C)C)cc2)nc2ccccc21` gave TDP2 absorb 3, ARFGAP1 inh -8, ASAP1 inh -2, PLC-gamma1 inh -2, ADAM10 inh -3, ADAM17 inh -4, PLCb3 inh -1, DDE Tn6 FP inh 1, Tn7 DDE FP 1 and SIAE inh 2.
Cc1csc(NC(=O)c2cccnc2Cl)n1 was read as TDP2 absorb -3, ARFGAP1 inh -6, ASAP1 inh 11, PLC-gamma1 inh -3, ADAM10 inh -5, ADAM17 inh -3, PLCb3 inh -8, DDE Tn6 FP inh -3, Tn7 DDE FP 7 and SIAE inh -5.
CCOc1ccc(Nc2nc(Nc3ccc(O)cc3)nc(C)c2[N+](=O)[O-])cc1 was read as TDP2 absorb 14, ARFGAP1 inh -11, ASAP1 inh -12, PLC-gamma1 inh 1, ADAM10 inh -1, ADAM17 inh 1, PLCb3 inh 5, DDE Tn6 FP inh -4, Tn7 DDE FP 0 and SIAE inh 5.
`CCN1C(=O)[C@@H]2[C@@H](c3ccc(-c4ccc(C(C)=O)cc4)cc3)N3CCC[C@@]3(C(=O)OC)[C@@H]2C1=O` gave TDP2 absorb -8, ARFGAP1 inh -1, ASAP1 inh 3, PLC-gamma1 inh -1, ADAM10 inh 8, ADAM17 inh -2, PLCb3 inh -1, DDE Tn6 FP inh -1, Tn7 DDE FP -6 and SIAE inh -5.
Screening COc1ccc(NS(=O)(=O)c2ccc(NC(=O)c3ccc(CN4CCOCC4)cc3)cc2)cc1 returned TDP2 absorb 3, ARFGAP1 inh 6, ASAP1 inh -5, PLC-gamma1 inh -2, ADAM10 inh 6, ADAM17 inh 2, PLCb3 inh 0, DDE Tn6 FP inh -16, Tn7 DDE FP 3 and SIAE inh -7.
Screening CCOC(=O)CN1C(=O)C(C)(C)Oc2ccc(C(=O)NC(C)(C)CC)cc21 returned TDP2 absorb -17, ARFGAP1 inh 9, ASAP1 inh -5, PLC-gamma1 inh 6, ADAM10 inh 4, ADAM17 inh -3, PLCb3 inh 3, DDE Tn6 FP inh 8, Tn7 DDE FP -6 and SIAE inh -11.
Cc1ccc(CNc2ncnc3c2cnn3C2CCCCO2)cc1 (configuration not stated) was read as TDP2 absorb 1, ARFGAP1 inh 7, ASAP1 inh -9, PLC-gamma1 inh 0, ADAM10 inh -12, ADAM17 inh -3, PLCb3 inh -2, DDE Tn6 FP inh -2, Tn7 DDE FP 0 and SIAE inh -5.
COc1cc2[nH]c(Cl)c([N+](=O)[O-])c2cc1OC was read as TDP2 absorb 40*, ARFGAP1 inh -12, ASAP1 inh 1, PLC-gamma1 inh -290, ADAM10 inh -440, ADAM17 inh -180, PLCb3 inh -388, DDE Tn6 FP inh -5, Tn7 DDE FP 2 and SIAE inh 4.
For O=C(c1ccco1)N(c1ccccn1)c1ccccn1 the results were TDP2 absorb 4, ARFGAP1 inh 4, ASAP1 inh -14, PLC-gamma1 inh 0, ADAM10 inh 3, ADAM17 inh 0, PLCb3 inh 5, DDE Tn6 FP inh -2, Tn7 DDE FP -4 and SIAE inh 4.
For CC(=O)Nc1ccc(S(=O)(=O)N2c3ccc(F)cc3CCC2C)cc1 (configuration not stated) the results were TDP2 absorb -14, ARFGAP1 inh 3, ASAP1 inh 0, PLC-gamma1 inh 10*, ADAM10 inh 11, ADAM17 inh 6, PLCb3 inh -4, DDE Tn6 FP inh -7, Tn7 DDE FP -2 and SIAE inh -8.
Screening CNS(=O)(=O)c1ccc(N=Cc2c(C)[nH]n(-c3ccc(C)cc3C)c2=O)cc1 returned TDP2 absorb 0, ARFGAP1 inh 4, ASAP1 inh 6, PLC-gamma1 inh -4, ADAM10 inh 3, ADAM17 inh -3, PLCb3 inh -4, DDE Tn6 FP inh -8, Tn7 DDE FP 1 and SIAE inh -5.
For O=C(NCCCCc1ccccc1)c1cccc(NC(=O)C2CCC2)c1 the results were TDP2 absorb 2, ARFGAP1 inh 9, ASAP1 inh 3, PLC-gamma1 inh 2, ADAM10 inh 2, ADAM17 inh -1, PLCb3 inh 6, DDE Tn6 FP inh 5, Tn7 DDE FP 0 and SIAE inh 0.
Screening COc1ccc(NC(=O)COC(=O)CCc2cc(OC)c(OC)c(OC)c2)c([N+](=O)[O-])c1 returned TDP2 absorb -2, ARFGAP1 inh -8, ASAP1 inh 2, PLC-gamma1 inh 0, ADAM10 inh -8, ADAM17 inh -6, PLCb3 inh -8, DDE Tn6 FP inh -12, Tn7 DDE FP 1 and SIAE inh -2.
`C/C(=N\Nc1ccc2nncn2n1)c1ccc(Cl)s1` gave TDP2 absorb -4, ARFGAP1 inh 12, ASAP1 inh -14, PLC-gamma1 inh -8, ADAM10 inh -7, ADAM17 inh 0, PLCb3 inh -21, DDE Tn6 FP inh 6, Tn7 DDE FP -2 and SIAE inh -2.
For CCCc1n[nH]c(=O)c2c1nnn2Cc1ccccc1F the results were TDP2 absorb 4, ARFGAP1 inh -14, ASAP1 inh 5, PLC-gamma1 inh 0, ADAM10 inh -6, ADAM17 inh -1, PLCb3 inh -7, DDE Tn6 FP inh 5, Tn7 DDE FP 3 and SIAE inh -3.
Screening Cc1ccc(C)c(NC(=S)N(C)CCO)c1 returned TDP2 absorb 4, ARFGAP1 inh -4, ASAP1 inh -2, PLC-gamma1 inh -1, ADAM10 inh -9, ADAM17 inh -6, PLCb3 inh -1, DDE Tn6 FP inh 0, Tn7 DDE FP 7 and SIAE inh 0.
Screening CN1C(=O)c2ccccc2C(C(=O)NCC2CCCO2)C1c1c[nH]c2ccccc12 (configuration not stated) returned TDP2 absorb 2, ARFGAP1 inh 10, ASAP1 inh 0, PLC-gamma1 inh 2, ADAM10 inh 5, ADAM17 inh -4, PLCb3 inh 2, DDE Tn6 FP inh 4, Tn7 DDE FP 7 and SIAE inh -2.
c1ccc(N2CCN(c3nc4ccccc4n4cnnc34)CC2)cc1 was read as TDP2 absorb 1, ARFGAP1 inh -2, ASAP1 inh 19, PLC-gamma1 inh -14, ADAM10 inh -14, ADAM17 inh -3, PLCb3 inh -25, DDE Tn6 FP inh -13, Tn7 DDE FP 7 and SIAE inh -5.
Fc1ccc(-c2cc(C(F)(F)F)nc(NCC3CCCO3)n2)cc1 (configuration not stated) was read as TDP2 absorb -1, ARFGAP1 inh -2, ASAP1 inh -12, PLC-gamma1 inh -17, ADAM10 inh -22, ADAM17 inh -7, PLCb3 inh -17, DDE Tn6 FP inh 4, Tn7 DDE FP -11 and SIAE inh 4.
Screening O=C1C(C2=NC(c3ccccn3)C3C(=O)N(c4ccc(OC(F)(F)F)cc4)C(=O)C23)=C(O)c2ccccc21 (configuration not stated) returned TDP2 absorb -1, ARFGAP1 inh 7, ASAP1 inh -4, PLC-gamma1 inh 3, ADAM10 inh 2, ADAM17 inh 2, PLCb3 inh -2, DDE Tn6 FP inh 3, Tn7 DDE FP -1 and SIAE inh 5.

A draw from above in order of molecular weight, low to high:
`C=CCn1c(NCc2ccc(N(C)C)cc2)nc2ccccc21` gave TDP2 absorb 3, ARFGAP1 inh -8, ASAP1 inh -2, PLC-gamma1 inh -2, ADAM10 inh -3, ADAM17 inh -4, PLCb3 inh -1, DDE Tn6 FP inh 1, Tn7 DDE FP 1 and SIAE inh 2.
Fc1ccc(-c2cc(C(F)(F)F)nc(NCC3CCCO3)n2)cc1 (configuration not stated) was read as TDP2 absorb -1, ARFGAP1 inh -2, ASAP1 inh -12, PLC-gamma1 inh -17, ADAM10 inh -22, ADAM17 inh -7, PLCb3 inh -17, DDE Tn6 FP inh 4, Tn7 DDE FP -11 and SIAE inh 4.
`CCN1C(=O)[C@@H]2[C@@H](c3ccc(-c4ccc(C(C)=O)cc4)cc3)N3CCC[C@@]3(C(=O)OC)[C@@H]2C1=O` gave TDP2 absorb -8, ARFGAP1 inh -1, ASAP1 inh 3, PLC-gamma1 inh -1, ADAM10 inh 8, ADAM17 inh -2, PLCb3 inh -1, DDE Tn6 FP inh -1, Tn7 DDE FP -6 and SIAE inh -5.

(continued)
Screening O=C1N(CC(=O)N2CCc3ccccc32)CCN1Cc1ccccc1Cl returned TDP2 absorb 0, ARFGAP1 inh 0, ASAP1 inh -18, PLC-gamma1 inh 2, ADAM10 inh 6, ADAM17 inh 1, PLCb3 inh 4, DDE Tn6 FP inh -4, Tn7 DDE FP 1 and SIAE inh 1.
For COc1ccc(OC)c(NC(=O)CNC(c2ccccc2)c2ccccc2)c1 the results were TDP2 absorb -31, ARFGAP1 inh -2, ASAP1 inh 15, PLC-gamma1 inh 13*, ADAM10 inh 24*, ADAM17 inh 14*, PLCb3 inh 3, DDE Tn6 FP inh -2, Tn7 DDE FP -3 and SIAE inh 2.
Screening CCO[C@@H]1OC(C(=O)Nc2ccccc2)=C[C@H](c2ccc3c(c2)OCO3)[C@H]1CCCO returned TDP2 absorb -7, ARFGAP1 inh 0, ASAP1 inh -2, PLC-gamma1 inh 4, ADAM10 inh 11, ADAM17 inh -1, PLCb3 inh -3, DDE Tn6 FP inh -1, Tn7 DDE FP 3 and SIAE inh -8.
COc1ccc2c(C)cc(SCC(=O)Nc3nsc(-c4ccc(C)cc4)n3)nc2c1 was read as TDP2 absorb 1, ARFGAP1 inh 4, ASAP1 inh 2, PLC-gamma1 inh 1, ADAM10 inh -12, ADAM17 inh -3, PLCb3 inh 0, DDE Tn6 FP inh 7, Tn7 DDE FP 1 and SIAE inh -9.
Screening Cc1cc(C)c2cc(C=O)c(Cl)nc2c1 returned TDP2 absorb -8, ARFGAP1 inh 1, ASAP1 inh 7, PLC-gamma1 inh -70, ADAM10 inh -100, ADAM17 inh -32, PLCb3 inh -80, DDE Tn6 FP inh 1, Tn7 DDE FP -6 and SIAE inh -7.
For CCOC(=O)c1sc(S(C)(=O)=O)c2c1CC(C)(C)C/C2=N/O the results were TDP2 absorb -14, ARFGAP1 inh 5, ASAP1 inh 0, PLC-gamma1 inh 1, ADAM10 inh -5, ADAM17 inh 0, PLCb3 inh -3, DDE Tn6 FP inh 0, Tn7 DDE FP 1 and SIAE inh -1.
For CCCOCC1CC2(SC(=Nc3ccc(C)cc3)NC2=O)C(=O)O1 (configuration not stated) the results were TDP2 absorb -4, ARFGAP1 inh -5, ASAP1 inh -11, PLC-gamma1 inh 0, ADAM10 inh -2, ADAM17 inh -1, PLCb3 inh -1, DDE Tn6 FP inh -6, Tn7 DDE FP 5 and SIAE inh -1.
